TRHR enhancer – allosterically enhances the human TRH receptor; TRHR cells, fluo-8 calcium fluorescence, EC20 TRH enhancement; enhancement, % at 2 µM; 360,000 tested, 0.66% active; in the data active = enhancement above about 30%; also: 0% is about no effect
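Enhancer read-out: after compound pinning and an initial kinetic agonist-mode read, an EC20 of TRH (10 nM final) was injected and fluo-8 calcium signal (Ex 480/Em 530) followed at 1 s/cycle for 100 cycles in TRHR-expressing cells.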
IDH1 R132H inh – inhibitors of human mutant IDH1 R132H. Potency, µM (doses to about 76.6 µM), for the others: top-dose activity change, negative = inhibition, hits mostly inhibitors. 390,000 tested, 0.093% active. IDH1-R132H enzyme, NADPH consumption, diaphorase/resazurin fluorescence. O75874; also: potency is read from the fitted curve at half-maximal effect; % is scaled to controls: 0 for no effect and ±100 for the full control effect; nearly all actives have a fitted effect of over 65% in size
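IDH1-R132H (0.5 ug/mL dispensed) in pH 7.5 Tris buffer was preincubated 30 min with compound, then given a substrate mix of 0.016 mM NADPH and 2 mM alpha-KG for 80 min at room temperature; remaining NADPH was read by diaphorase/resazurin fluorescence.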
USP1 inh – inhibitors of human USP1/UAF1 deubiquitinase; 390,000 tested, 0.23% active; O94782; Potency, µM (doses to about 57.1 µM), inactives show top-dose activity change, negative = inhibition, actives largely listed as inhibitors; recombinant USP1/UAF1, Ub-Rhodamine cleavage fluorescence; also: potency is read from the fitted curve at half-maximal effect; % is scaled to controls: 0 for no effect and ±100 for the full control effect; nearly all actives have a fitted effect of over 60% in size; inactives centre near -12
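1 nM enzyme complex + cpd, 15 min RT; start with Ub-Rho 150nM final; kinetic fluorescence ex 480/em 540, 6 reads q60 s. Buffer 50mM HEPES pH 7.8, 0.5mM EDTA, 0.1 mg/ml BSA, 1mM TCEP, 0.01% Tween-20.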
TRHR agonist – TRH receptor (human) agonism; P34981; activation, % at 2 µM; 360,000 tested, 0.18% active; TRHR cells, calcium flux fluo-8, FDSS agonist mode; AID 493084; in the data active = activation above about 30%; also: 0% is about no effect
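Steps: seed TRHR cells overnight; add fluo-8 no-wash Ca dye, RT 30 min–1.5 h; record 10 s baseline; pin-transfer compounds; monitor fluorescence 1 cycle/s for the agonist window. Calcium increases flag candidate agonists.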
PI4K2A block – blocks human PI4K2A kinase activity; 420,000 tested, 0.13% active; purified PI4K2A, ADP-Glo luminescence, 1 h; hits give low values; activity change, negative = inhibition, % at 76.9 µM; in the data active = activity change below about -50%; inconclusive = mostly about -30% to -49%;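 also: -100% = wells without enzyme as full effect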
Target sequence (Q9BTU6 whole entry, looked up): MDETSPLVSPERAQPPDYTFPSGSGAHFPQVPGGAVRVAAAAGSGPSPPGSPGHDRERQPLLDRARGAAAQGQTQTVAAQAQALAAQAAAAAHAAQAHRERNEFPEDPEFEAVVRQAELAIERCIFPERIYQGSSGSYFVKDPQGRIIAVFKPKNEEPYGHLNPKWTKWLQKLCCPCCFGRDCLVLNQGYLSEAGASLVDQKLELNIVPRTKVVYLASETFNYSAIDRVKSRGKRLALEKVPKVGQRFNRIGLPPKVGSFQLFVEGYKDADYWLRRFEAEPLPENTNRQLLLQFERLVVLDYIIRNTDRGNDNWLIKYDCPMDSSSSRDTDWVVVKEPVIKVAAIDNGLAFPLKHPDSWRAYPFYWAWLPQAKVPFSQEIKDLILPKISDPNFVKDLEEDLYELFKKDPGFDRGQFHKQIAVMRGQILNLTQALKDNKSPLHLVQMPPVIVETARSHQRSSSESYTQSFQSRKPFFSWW
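Compounds are screened against recombinant PI4K2A using PI as substrate and ATP, the latter dispensed at 300 microM. Reactions run one hour at ambient temperature before ADP-Glo detection; full inhibition defined by wells lacking enzyme.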
D2 antag – antagonists of human D2 dopamine receptor; P14416; HEK293 TREx D2 cells, calcium flux, dopamine EC80; inhibition, % at 10 µM; 340,000 tested, 2% active; AID 485344; in the data active = inhibition above about 30%; also: 0% is about no effect
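Tetracycline-induced HEK293 TREx cells expressing D2 receptor forced-coupled to calcium signalling, loaded with no-wash calcium dye. Compounds added and calcium flux read 180 s, then dopamine added at EC80 and read a further 180 s.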
rTrxR1 inhibitor – blocks rat thioredoxin reductase 1 | O89049 | recombinant rTrxR1, NADPH fluorescence consumption, selenite substrate | AID 588453 | Potency, µM (series often up to 114 µM), for inactives: at the top dose activity change, negative = inhibition, hits mostly inhibitors | 390,000 tested, 1% active; also: potency is read from the fitted curve at half-maximal effect; % is scaled to controls: 0 for no effect and ±100 for the full control effect; nearly all actives have a fitted effect of over 65% in size
Target sequence (O89049 whole entry, looked up): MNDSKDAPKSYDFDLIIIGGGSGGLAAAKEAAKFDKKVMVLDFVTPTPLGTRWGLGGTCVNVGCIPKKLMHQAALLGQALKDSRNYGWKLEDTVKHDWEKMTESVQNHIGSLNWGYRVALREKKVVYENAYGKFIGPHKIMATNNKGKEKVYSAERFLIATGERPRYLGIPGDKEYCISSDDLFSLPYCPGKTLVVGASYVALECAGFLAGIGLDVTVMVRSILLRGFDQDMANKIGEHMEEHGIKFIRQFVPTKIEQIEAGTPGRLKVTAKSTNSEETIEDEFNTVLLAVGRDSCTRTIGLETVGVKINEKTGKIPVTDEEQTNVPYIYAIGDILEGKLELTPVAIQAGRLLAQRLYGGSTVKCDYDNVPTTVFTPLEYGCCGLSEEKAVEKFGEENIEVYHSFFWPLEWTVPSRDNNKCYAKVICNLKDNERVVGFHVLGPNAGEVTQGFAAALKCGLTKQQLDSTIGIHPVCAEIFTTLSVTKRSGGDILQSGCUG
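Rat TrxR1 (90 nM in the dispensed reagent) was pre-reduced with 400 uM NADPH for 5 min at room temperature, then incubated with compound for 15 min. After 400 uM selenite was added, NADPH fluorescence (Ex 340/Em 450 nm) was followed for 8 min.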
D2 agonist – activates the human D2 dopamine receptor; HEK293 T-REx D2 cells, calcium flux agonist mode; activation, % at 2 µM; 340,000 tested, 0.53% active;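 active = activation over 3 SD above normal in the single-dose calcium agonist read, cut at about 30% in these data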; also: 0% is about no effect
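Agonism scored from kinetic calcium signal (1 read/sec, 180 s) following compound pin transfer, after a 10 s baseline. Cells: HEK293 Trex line expressing inducible D2 receptor coupled to calcium, dye-loaded after overnight culture at 30 C.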
TrxR1 substrate – substrates of rat thioredoxin reductase 1. O89049. Potency, µM (series often up to 114 µM), for inactives: top-dose activity change, negative = substrate turnover. purified TrxR1 substrate turnover, NADPH consumption readout. 390,000 tested, 0.01% active; also: potency is read from the fitted curve at half-maximal effect; % is scaled to controls: 0 for no effect and ±100 for the full control effect; nearly all actives have a fitted effect of over 50% in size
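Rat TrxR1, dispensed at 90 nM, was prereduced with 400 uM NADPH (final) for 5 min at ~22 deg C, then incubated with compound 15 min before 400 uM selenite. A first-read NADPH fluorescence drop versus no-compound background flagged substrates.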
The depositor's hits bear a star; ? = inconclusive; . = no result given; [ ] = dose if it differs, or a comment. Unless noted, calls follow the shape of the dose curve; as a rule, active = well fitted inhibition curve with a large enough effect; inconclusive = small, poorly fitted or top-dose-only effect; inactive = no such curve, though single readings can be large or run the other way. Random draw from the library. Share with any hit: about 3.9%.

SMILES	TRHR enhancer	IDH1 R132H inh	USP1 inh	TRHR agonist	PI4K2A block	D2 antag	rTrxR1 inhibitor	D2 agonist	TrxR1 substrate
C=C(C1=CCN(S(=O)(=O)C(C)(C)C)[C@@H]1CCO)c1ccccc1	.	21%	-8%	.	-5	.	?	.	6%
Cc1ccc(S(=O)(=O)Nc2ccc(O)c3ncccc23)cc1	3	5%	-5%	-0.5	-21	-5	10%	1.1	-8%
CC(=O)Nc1cc(N2C(=O)CCC2=O)ccc1Cl	-2	-2%	-23%	0.5	-6	1	12%[57.1 µM]	1.5	-7%[57.1 µM]
CCOCCCNC(=O)NC(C)c1c(-n2cccc2)sc2c1CCN(CC)C2 (stereo not given)	-13	-22%	-23%	-0.5	-2	.	-34%	.	-6%
O=C(CCCCn1c(=O)[nH]c2ccccc2c1=O)N1CCN(c2cccc(C(F)(F)F)c2)CC1	6	-6%	-21%	-0.7	2	9	8%[57.1 µM]	-2.0	-3%[57.1 µM]
Cc1cc(C)c2c(N)c(C(=O)N/N=C/c3cccnc3)sc2n1	1	5%	-12%	-0.6	-9	7	28%[57.1 µM]	-1.0	10%[57.1 µM]
CC(=O)OCCCCCCCCCCC[N+]1(C)CCCCC1	-8	-4%	-12%	0.6	2	1	0%	0.3	-8%
COc1ccc(-c2nn(-c3ccccc3)cc2/C=C/C(=O)N2CCN(c3ccccn3)CC2)cc1	-6	0%	-13%	1.0	2	-18	43%[activator][57.1 µM]	0.1	10%[57.1 µM]
C[C@@H](C(=O)NCc1ccc(S(C)(=O)=O)cc1)[C@H]1C[C@]1(C)[C@H](NC(=O)OCc1ccccc1)c1ccccc1	-4	-10%	-10%	0.6	5	4	6%	-0.4	-8%
CN(c1ccccc1)S(=O)(=O)c1nnc(NC(=O)c2cccs2)s1	-11	.	-1%	0.0	-4	.	7%	-0.2	12%[11.4 µM]
O=C(c1ccc(-n2nc(C(F)(F)F)c3c2CCCC3)cc1)N1CCOCC1	0	-2%	-1%	0.2	5	15	9%	-1.1	-5%
Cc1ccc(NC(=O)C(NC2CCCc3ccccc32)c2ccccc2)c([N+](=O)[O-])c1 (stereo not given)	5	1%	-12%	0.4	4	0	17%[57.1 µM]	1.1	-11%

Next part, starting with the last 3 of the part before.
SMILES	TRHR enhancer	IDH1 R132H inh	USP1 inh	TRHR agonist	PI4K2A block	D2 antag	rTrxR1 inhibitor	D2 agonist	TrxR1 substrate
CN(c1ccccc1)S(=O)(=O)c1nnc(NC(=O)c2cccs2)s1	-11	.	-1%	0.0	-4	.	7%	-0.2	12%[11.4 µM]
O=C(c1ccc(-n2nc(C(F)(F)F)c3c2CCCC3)cc1)N1CCOCC1	0	-2%	-1%	0.2	5	15	9%	-1.1	-5%
Cc1ccc(NC(=O)C(NC2CCCc3ccccc32)c2ccccc2)c([N+](=O)[O-])c1 (stereo not given)	5	1%	-12%	0.4	4	0	17%[57.1 µM]	1.1	-11%
O=C(Nc1cc([N+](=O)[O-])ccc1C(=O)NCCN1CCOCC1)c1ccccc1	6	8%	-17%	-1.3	11	12	?	-0.2	-10%
NC(=O)Cc1ccc(Nc2nnc(-c3ccccc3)c3ccccc23)cc1	-27	-11%	-14%	0.2	2	1	-10%	0.0	-7%
O=C(O)c1ccc2c(c1)ncn2-c1ccc(F)c(F)c1	23	3%	?	2.8	0	.	-1%	1.0	-10%
Nc1ccc(-c2nc3c(ccc4ccccc43)[nH]2)cc1	-2	8%	-29%	-0.4	1	-1	3%	0.5	252%[activator]
CC1CN(c2ccccc2)CCN1Cc1nc(Cc2ccccc2)no1 (stereo not given)	8	7%	-31%	-0.6	5	.	-4%[57.1 µM]	.	-4%[57.1 µM]
CC(C)(C)c1ccc(OCC(=O)Nc2ccc3c4c(cccc24)C(=O)NC3=O)cc1	16	-2%	-13%	1.4	2	-10	38%[activator]	1.3	13%
O=C(CN(c1ccccc1)S(=O)(=O)c1ccc(F)cc1)NCc1cccs1	-11	-1%	-25%	-1.3	2	-14	21%	-0.2	1%
COc1ccccc1NS(=O)(=O)c1cc(NC(=O)COc2ccccc2F)ccc1N1CCOCC1	.	4%	-18%	.	0	.	-1%[11.4 µM]	.	-5%[11.4 µM]
CCC(=O)N1CCc2cc(Br)cc(S(=O)(=O)CCC(=O)NCc3ccco3)c21	14	2%	-20%	0.1	-4	-5	-15%[57.1 µM]	-0.3	10%[57.1 µM]
COCCN=C(NS(=O)(=O)c1cccs1)c1ccccc1Cl	.	-7%	-17%	.	0	.	24%	.	8%
CCOc1cc(C(=O)Nc2ccc3nc(Nc4cccc(Cl)c4)cc(C)c3c2)cc(OCC)c1OCC	4	-3%	-28%	0.3	1	.	2%	1.0	7%
c1ccc(-c2ccc(-c3csnn3)cc2)cc1	0	-2%	-3%	0.0	-6	-9	21%[57.1 µM]	-1.5	-11%
COc1ccc(CC(=O)OCC(=O)Nc2ncc(Cl)c(C)c2Cl)cc1	12	-3%	1%	0.1	-6	-12	-9%	0.5	-3%
COc1ccc(-c2cn3nc(N4CCC(C(=O)Nc5ccc(C)cc5)CC4)sc3n2)cc1	8	6%	-9%	0.6	1	.	8%	.	-5%
O=C(NCc1ccco1)c1ccc2ccccc2n1	0	3%	?	-0.6	1	15	18%[57.1 µM]	0.5	7%
CNc1ccccc(-c2ccc3cc4c(cc3n2)OCO4)c1=O	1	0%	-2%	4.5	-1	-3	?	2.3	-5%
O=C(Nc1nc(-c2ccccc2)cs1)c1ccccc1NS(=O)(=O)c1ccc(F)cc1	13	-7%	?	4.5	-3	.	-14%	.	32%
COc1cc(OC)cc(C(=O)NCC2CCCN(C(=O)c3csc(C(C)C)n3)C2)c1 (stereo not given)	-2	-4%	2%	-0.7	2	5	0%	0.0	-5%
COc1cc2[nH]c(C(=O)NCc3ccccc3)cc2c(OC)c1OC	6	0%	-9%	-0.7	1	84*	1%	-0.5	25%
O=[N+]([O-])c1ccc(-c2csc3[n+]2CCS3)cc1	2	0%	-13%	0.6	-23	4	9%	0.7	-3%
CC(C)C(=O)Nc1cc(S(=O)(=O)Nc2ccc(Cl)cc2)ccc1Cl	-2	-20%	-5%	-0.2	3	3	-14%	0.5	-7%
Cc1cc(C(F)(F)F)nc(SCC(=O)NC2CC3CCC2C3)n1 (stereo not given)	-4	6%	-18%	-1.4	-16	-8	-8%	0.3	-11%
O=C(CSc1nc(-c2ccccc2)cc(C(F)(F)F)n1)NCCN1CCOCC1	-1	2%	-1%	0.2	-2	-13	-3%[57.1 µM]	-0.2	10%[57.1 µM]
CCN1C(=O)[C@H]2[C@@H](c3ccc(-c4cccc(Cl)c4)c(OC)c3)N3CCC[C@@]3(C(=O)OC)[C@H]2C1=O	.	-3%	-18%	.	5	.	16%	.	15%[57.1 µM]
COc1ccc(N(CC(=O)Nc2cc(C)ccc2C)S(=O)(=O)c2c(C)[nH]c(=O)[nH]c2=O)cc1	-3	0%	-18%	0.2	-5	5	10%	0.3	-1%
Cc1ccc(CN2CC(C(=O)N(CC(C)C)c3c(N)n(Cc4ccccc4)c(=O)[nH]c3=O)CC2=O)cc1 (stereo not given)	.	2%	-17%	.	0	.	1%	.	-3%
O=C(Cn1cnc2c(nnn2Cc2ccc(F)cc2)c1=O)NC1CCCC1	-1	2%	0%	-0.1	2	5	-7%[57.1 µM]	-0.5	0%[57.1 µM]
Cc1c(C(=O)N(C)C)sc(NC(=O)c2cccc([N+](=O)[O-])c2)c1C#N	-1	6%	-2%	0.0	-3	-28	-13%	0.1	-14%
CC1(C)NC(=O)N(CCOc2ccc([N+](=O)[O-])cc2)C1=O	-1	15%	-6%	-0.1	6	2	-1%[57.1 µM]	-0.2	-1%
Cc1cc(C)n(CCc2nc3c4ccccc4nc(N4CCN(c5ccccc5F)CC4)n3n2)n1	-7	-10%	-12%	-0.3	-2	.	26%	.	2%
O=C(CNS(=O)(=O)c1ccc([N+](=O)[O-])cc1)N/N=C/c1ccc(O)cc1O	4	7%	-2%	0.8	1	-2	7%[57.1 µM]	1.7	-9%
COCCNC(=O)Cn1cnc2c(cnn2-c2ccc(OC)cc2)c1=O	-3	4%	-8%	0.8	-1	1	6%	0.2	-2%
CCOC(=O)c1cc(C)n(CC2CCC(C(=O)Nc3ccccc3OC)CC2)c1C (stereo not given)	3	15%	2%	0.3	-5	.	32%	-0.6	-3%
O=C(NCCSCc1c(F)cccc1Cl)c1ccc(CN2CCOCC2)cc1	-4	5%	-5%	-0.6	-5	16	-4%	-0.7	0%
CC(=O)NC1(c2cccc(F)c2)CCN(CC(=O)NC(C)C)CC1	-3	6%	-14%	0.1	1	.	17%[57.1 µM]	.	18%[57.1 µM]
COc1ccc(Cl)cc1NC(=O)CSC1=Nc2ccccc2C2=NC(CC(=O)NCc3ccc4c(c3)OCO4)C(=O)N12 (stereo not given)	-3	-2%	-1%	0.3	-2	.	-20%	0.6	-10%
Fc1ccccc1Cn1nnc2c(-n3ccnc3)ncnc21	-1	4%	-20%	-2.6	-7	20	11%[57.1 µM]	0.1	10%[57.1 µM]
Cc1ccc(S(=O)(=O)Nc2cccnc2)c(C)c1C	2	9%	-17%	0.0	5	5	30%	-0.3	6%
COCCn1c(SCC(=O)Nc2sc(C)c(C)c2C#N)nnc1C(C)C	-1	5%	-13%	-0.6	0	-1	16%	-0.8	4%
COc1cccc(N2CCN(C(=O)c3cn(Cc4ccccc4)nc3-c3cccnc3)CC2)c1	-3	-5%	-22%	4.7	6	8	-7%	-0.8	-3%
Cc1ccc(C)c(NC(=S)Nc2cccc3cnccc23)c1	-1	24%	?	-0.6	-55*	-22	?	-1.0	-1%
COc1cc(/C=N/n2cnnc2)ccc1OC(=O)c1cccnc1	4	15%	-3%	-0.4	-2	-9	-8%	-2.2	-3%
Cc1ccc(OCCSc2nc3ccccc3n2CC(=O)N2CCOCC2)cc1	6	4%	-4%	-0.5	3	.	9%	-1.8	-6%

Bioassay records as filed in PubChem.
